Screening results as filed in PubChem.
Pf apPOL block: Pf-apPOL DNA polymerase inhibition; Recombinant Pf-apPOL, molecular beacon fluorescence, 1.5 h; hit rate 0.25% among 210,000; inhibition, % at 10 µM
mHTT-CaM PPI inh: mHTT-calmodulin interaction abrogation; inhibition, % at 15 µM; hit rate 3.6% among 190,000; P42858; AlphaScreen His-mHTT/GST-CaM binding, luminescence; AID 1671202;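 further: 0% = both proteins with DMSO and 100% = one protein alone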
Active calls of the source: *; . = not tested or not shown; & = joins results of further samples. No stated cut-off is given here; in the data, active means inhibition above about 50%; inactive means the rest.

SMILES | Pf apPOL block | mHTT-CaM PPI inh
O=C(Nc1ccc2c(c1)OCO2)OC1CCC12CCCCC2 (stereo not given) | -3 | 18
O=C(Cc1c[nH]c2ncccc12)NCc1ccc(F)cc1F | -2 | -9
COc1ccccc1NC(=O)CC(NCCCCCCN)C(=O)O (stereo not given) | 1 | -2
CC1CCCN(C(=O)c2ccc3c(c2)nc2n3CCN(Cc3ccccc3)C2=O)C1 (stereo not given) | 2 | 0
Cc1cccc(C2c3c(n(C)c(=O)n(C)c3=O)N=C3c4ccccc4C(=O)C32)c1 (stereo not given) | -2 | 21
COCc1cc(C)nc2sc(C(=O)NCc3ccccc3)c(N)c12 | 0 | -2
Nc1ccc(Br)cc1C(NCC(=O)O)c1ccccc1 (stereo not given) | -6 | 19
Cc1sc2c(=O)n(C(C)C)cnc2c1C(=O)N1CCN(c2ccc(F)cc2)CC1 | -3 | 5
CC(=O)N1CCc2sc(C(=O)NCc3ccc(F)cc3)cc2C1 | -1 | -4
S=c1n(Cc2ccccc2)ccn1CN1CCC2(CC1)OCCO2 | . | -5
CC(=O)N(c1ccc(F)cc1)c1nc(-c2cc3ccccc3oc2=O)cs1 | 1 | -7
C=CCn1c2ccccc2n2c(C(=O)CC)c(-c3ccc(OC)cc3)nc12 | -11 | 2
COc1cccc(C2CC(c3ccc(Br)cc3)=NN2S(C)(=O)=O)c1OC (stereo not given) | 13 | 11
O=C1CC(n2nnc3ccccc32)C2COC1O2 (stereo not given) | . | -7
CCN(CC)C(=O)Cn1cc(S(=O)(=O)CC#N)c2ccccc21 | -6 | 0
O=S(=O)(Cc1cccc(Cl)c1)N1CCC(CN2CCCCCC2)CC1 | 1 | -5
CCNC(=O)N1CCCC(c2cccc(C(=O)NCc3ccc(C)cc3)c2)C1 (stereo not given) | -6 | 2
Cc1ccc(CNC(=O)CN2CCN(C(=O)Nc3ccc(F)cc3)CC2=O)o1 | -14 | -2
COc1ccc2oc(=O)c(-c3nnc(-c4ccccc4)o3)cc2c1 | 3 | -2
COc1ccccc1OCC(=O)NCC(c1ccsc1)N1CCCCCC1 (stereo not given) | -4 | -11
COc1cc([N+](=O)[O-])ccc1NC(=O)c1ccc(S(=O)(=O)N(C)Cc2ccco2)cc1 | 19 | 46
CCc1ccc(/C=C2\NC(=O)N(CC(=O)Nc3cccc(C)c3)C2=O)cc1 | 10 | 2
CC(=O)c1ccc(N2CCN(c3ncnc(N)c3[N+](=O)[O-])CC2)cc1 | 3 | 15
Cc1ccc(-c2nc3ccccc3c(=O)n2CC(=O)Nc2ccc(F)cc2F)cc1 | -5 | 1
CCc1c(C2CCN(C(=O)Cc3ccsc3)CC2)noc1N | -5 | 3
CCS(=O)(=O)N1CCC(c2noc(-c3ccc(F)cc3)n2)CC1 | 0 | -1
Cn1c(=O)[nH]c(=O)c2c1nc(N1CCCC1)n2Cc1ccc(F)cc1 | -9 | -1
COc1cc(OC)cc(C(=O)N2CCC(C(=O)Nc3ccc(Cl)c(Cl)c3)CC2)c1 | -2 | -4
Cn1c(CNC(=O)C2CCC2)nc2c1CN(C(=O)Cc1ccc(Cl)cc1)CC2 | -17 | 7
CCN1CCN(C(=O)c2ccc3c(c2)nnn3Cc2ccccc2)CC1 | -5 | 4
CCCn1c(=O)c(-c2ccc(C(=O)N(C)C)cc2)nc2ccccc21 | -2 | -8
Cc1ccc(C(=O)Nc2nccnc2C(=O)N2CCCCC2)cc1 | -4 | -6
O=C(c1ccc(Cl)cc1Cl)N1CCCc2ccccc21 | -3 | -20
COc1cccc(NC(=O)N2CCC3(CC2)Nc2cc(F)ccc2-n2cccc23)c1 | -6 | 47
CCc1ccccc1NC(=O)c1cc2c(CO)cnc(C)c2oc1=Nc1cccc(C)c1 | 0 | 2
C=CCSc1nc(O)c(C(C)CC)c(=O)[nH]1 (stereo not given) | 0 | -11
CCCCOC(=O)COc1ccc2c(CCC)cc(=O)oc2c1 | 3 | -10
Cc1ccc(C)c(NC(=O)N2CCCC(C)(C(=O)NCc3ccccc3)C2)c1 (stereo not given) | -8 | -7
O=[N+]([O-])c1ccccc1S(=O)(=O)Nc1nccs1 | -3 | 13
CC(C)CC(=O)N1CCc2c(c(-c3nc(-c4cccc(F)c4)no3)nn2C)C1 | -6 | 2
Cc1ccc2nc(SC=CC(=O)c3ccc(Cl)cc3)[nH]c2c1 | -8 | .
Cc1ccccc1C1CC(c2ccccc2)Nc2ncnn21 (stereo not given) | 6 | -2
COc1ccc(Nc2nnc3c4ccccc4c4ccccc4c3n2)cc1 | -2 | .
CCCC1C(=O)CC(C#N)(C#N)C(C#N)(C#N)C1C (stereo not given) | -7 | 27
COc1ccccc1N1CCN(CCCNc2c(C)c(=O)n(C)c(=O)n2C)CC1 | -3 | .
CC(C)(C)c1ccc(C(=O)Nc2ccc(S(=O)(=O)Nc3cc(Cl)cc(Cl)c3)cc2)cc1 | -7&2 | .
Clc1ccc(CSc2nc3ccccc3o2)cc1 | 1 | -159
COc1ccccc1C(=O)N1CC(C)C(c2nc(-c3ccncc3)no2)C1 (stereo not given) | 6 | 2

17 of these compounds, set out differently:
SMILES	Pf apPOL block	mHTT-CaM PPI inh
Cc1ccc(C(=O)Nc2nccnc2C(=O)N2CCCCC2)cc1	-4	-6
O=C(c1ccc(Cl)cc1Cl)N1CCCc2ccccc21	-3	-20
COc1cccc(NC(=O)N2CCC3(CC2)Nc2cc(F)ccc2-n2cccc23)c1	-6	47
CCc1ccccc1NC(=O)c1cc2c(CO)cnc(C)c2oc1=Nc1cccc(C)c1	0	2
C=CCSc1nc(O)c(C(C)CC)c(=O)[nH]1 (stereo not given)	0	-11
CCCCOC(=O)COc1ccc2c(CCC)cc(=O)oc2c1	3	-10
Cc1ccc(C)c(NC(=O)N2CCCC(C)(C(=O)NCc3ccccc3)C2)c1 (stereo not given)	-8	-7
O=[N+]([O-])c1ccccc1S(=O)(=O)Nc1nccs1	-3	13
CC(C)CC(=O)N1CCc2c(c(-c3nc(-c4cccc(F)c4)no3)nn2C)C1	-6	2
Cc1ccc2nc(SC=CC(=O)c3ccc(Cl)cc3)[nH]c2c1	-8	.
Cc1ccccc1C1CC(c2ccccc2)Nc2ncnn21 (stereo not given)	6	-2
COc1ccc(Nc2nnc3c4ccccc4c4ccccc4c3n2)cc1	-2	.
CCCC1C(=O)CC(C#N)(C#N)C(C#N)(C#N)C1C (stereo not given)	-7	27
COc1ccccc1N1CCN(CCCNc2c(C)c(=O)n(C)c(=O)n2C)CC1	-3	.
CC(C)(C)c1ccc(C(=O)Nc2ccc(S(=O)(=O)Nc3cc(Cl)cc(Cl)c3)cc2)cc1	-7&2	.
Clc1ccc(CSc2nc3ccccc3o2)cc1	1	-159
COc1ccccc1C(=O)N1CC(C)C(c2nc(-c3ccncc3)no2)C1 (stereo not given)	6	2

(next part)
SMILES | Pf apPOL block | mHTT-CaM PPI inh
COc1ccc(C2C(C(C)=O)=C(O)C(=O)N2c2ccc(C)cc2)cc1 (stereo not given) | -7 | 5
Cc1cccc(S(=O)(=O)Nc2cccc([N+](=O)[O-])c2)c1 | 4 | -4
COc1ccc(/C=C2\N=C(c3cccc(C)c3)OC2=O)cc1 | -1 | -1
O=C(O)CCSc1ccc([N+](=O)[O-])cc1 | -7 | 1
O=[N+]([O-])c1cccc(/C=C/c2ccc3c(Cl)ccc(O)c3n2)c1 | -3 | 43
O=C1c2cccc([N+](=O)[O-])c2C(=O)N1CNc1ccc(Cl)cn1 | 3 | 1
O=C(Cn1c2c(c3ccccc31)CCC2)Nc1ccc(Cn2cccn2)cc1 | -7 | 48
COC(=O)c1c(NC(=O)c2cccc(OC)c2OC)sc2c1CCN(C(=O)OC)C2 | -2 | 7
O=C(c1ccc(Br)cc1)N1CCc2nc(-c3ccccc3)ncc2C1 | 0 | -11
COc1ccc(Cc2nnc(NC(=O)Nc3cccc(C(F)(F)F)c3)o2)cc1 | -10 | 3
O=C1CC(N2CCCc3ccccc32)C(=O)N1c1ccccc1Cl (stereo not given) | 3 | 3
O=C(Nc1nc2ccc([N+](=O)[O-])cc2s1)c1cncc(Br)c1 | 0 | 1
CC(C)(C)c1ccc(C(=O)ON=C(Cn2nnc(N3CCCCC3)n2)c2ccc(Cl)cc2)cc1 | -8 | .
COc1ccc(Br)cc1C=C1Oc2cc(O)ccc2C1=O | -5 | -7
O=C(c1ccncc1)N1CCN(Cc2ccc([N+](=O)[O-])cc2)CC1 | -15 | -3
CCOc1ccc2c(=O)c(-c3ccccc3)c(C)oc2c1 | 2 | -2
CCOc1ccc(-n2nc3cc(C)c(N)cc3n2)cc1 | -4 | 4
O=C1OC(c2ccccc2Br)=N/C1=C\c1ccc(F)cc1 | -3 | 4
O=C(NCCCN1CCCC1)c1ccn2c(-c3ccccc3)nnc2c1 | -2 | -4
Cc1nnc(-c2cccn2CC(=O)NC2CCCCCC2)o1 | 0 | -8
Oc1ccccc1-c1nc(NC2CCCC2)c2ccccc2n1 | -3&-2 | -13&-20
CC(C)NC(=O)c1cc2nc(-c3ccc(Cl)cc3)cc(C(F)(F)F)n2n1 | -1 | 1
O=C(NCC1CCCO1)c1ccccc1Sc1ccc([N+](=O)[O-])cc1 (stereo not given) | -1 | 2
Cc1ccc(C(=O)Nc2sc3c(c2C(N)=O)CCCCCC3)o1 | -5 | 0

Shown as labelled records: part of the list above.
CC(C)NC(=O)c1cc2nc(-c3ccc(Cl)cc3)cc(C(F)(F)F)n2n1
  Pf apPOL block = -1 | mHTT-CaM PPI inh = 1

O=C(NCC1CCCO1)c1ccccc1Sc1ccc([N+](=O)[O-])cc1 (stereo not given)
  Pf apPOL block = -1 | mHTT-CaM PPI inh = 2

The listing continues:
SMILES | Pf apPOL block | mHTT-CaM PPI inh
O=C(c1cc2ccccc2s1)N1CCN(c2ccccn2)CC1 | 2 | .
CC1(C)CC(=O)c2c(Cc3ccccc3)n[nH]c2C1 | -14 | -6
COc1nccnc1N1CCC(N(C)C(=O)c2ccnn2C)C1 (stereo not given) | -1 | -2
Cc1cc(C(F)F)n2nc(C(=O)N3CCCC3c3ccc(Cl)cc3)nc2n1 (stereo not given) | 1 | -4
COC(=O)C=C1SC(=Nc2ccc(Cl)cc2)N(c2ccc(Cl)cc2)C1=O | -2 | .
COc1cc([N+](=O)[O-])ccc1NC(=O)c1nnn(-c2ccc(Cl)cc2)c1C | -7 | -4
CCCCCc1c2c(C)c(C(=O)OCC)nc-2cc2n1C(C)C(C)=C2C (stereo not given) | . | 7
OC(CN1CCN(c2ccc(F)cc2)CC1)c1c[nH]c2ccc(F)cc12 (stereo not given) | -4 | 32
Cc1sc2ccn(C)c(=O)c2c1C(=O)N1CCN(c2ccc(Cl)cc2)CC1 | -6 | 70*
O=C(COc1ccccc1Cl)Nc1ccc(Cl)cn1 | -10 | -7
O=[N+]([O-])c1ccc(Cl)c(-c2nc(-c3ccncc3)no2)c1 | -3 | 0
COc1ccc(-c2noc(C3CCCN3C(=O)Nc3ccccc3)n2)cc1 (stereo not given) | -2 | -1
Cc1cccc(CN2CCCn3nc(C(=O)NCc4ccccn4)cc3C2=O)c1 | -4 | -9
O=C(c1ccc(F)cc1)N1CCCC1c1ccccc1F (stereo not given) | -4 | -8
O=C(Nc1ccccc1[N+](=O)[O-])C1C2CC/C=C/CC/C=C/CCC21 (stereo not given) | 15 | 35
O=C(CCc1ccccc1)Nc1nnc(-c2ccncc2)s1 | 0 | 4
CN(C)C1CN(Cc2cccnc2)CCC1(O)c1ccccc1 (stereo not given) | -2 | -6
C=CCn1c(-c2ccccc2)nc2ccccc21 | -5 | -8
Cc1ccccc1N1CC(O)(c2cccc([N+](=O)[O-])c2)[N+]2=C1SCC2 (stereo not given) | 0 | 16
COc1ccccc1NC(=O)C1CC(=O)N(C)C(=Nc2cccc(F)c2)S1 (stereo not given) | 1 | 1
CCCCN1CCN(C(=O)c2cccc(N3CCNC(c4ccccc4)C3)n2)CC1 (stereo not given) | -13 | -1
CCOC(=O)c1ccc(NC(=O)CCCn2nc(-c3ccco3)ccc2=O)cc1 | 3 | 29
O=C(CCCC(=O)NCCC1=CCCCC1)NCCC1=CCCCC1 | . | -7
COCCNC(=O)Nc1ccc2nc(-c3ccccn3)c(-c3ccccn3)nc2c1 | 1 | 6
O=C(NC1CC1)c1nnn(-c2ccccc2)c1-c1cccnc1 | 4 | -6
COc1cc(CNC(=O)CCCCCCC(C)C)ccc1O | -12 | .
Cc1cc(Cl)ccc1NC(=O)N1CC2CC(NS(=O)(=O)c3cccs3)C1C2 (stereo not given) | -7 | 4
O=C1C(=Cc2ccccc2Cl)CSC1=Cc1ccccc1Cl | 4 | .
CC(C)N1CCN(C(=O)c2cnc(-c3ccccc3)nc2-c2ccncc2)CC1 | -8 | 42
Cc1ccc(C(C)NC(=O)C2CCN(c3cnc4nccnc4c3)CC2)c(C)c1 (stereo not given) | -2 | 30
O=C(Nc1ccc(OC(F)(F)F)cc1)c1cn2c(n1)CCCC2 | -18 | 10
COCCN1C(=O)C2(SCCN2C(=O)c2ccccc2)c2ccccc21 (stereo not given) | -3 | 4
COc1ccccc1NC(=O)Cn1cnc2sc(C(=O)NCc3cccnc3)c(C)c2c1=O | -9 | 12
Cc1ccc(-c2nc3ccccc3c(=O)n2CC(=O)Nc2ccc(C)c(F)c2)cc1 | -2 | -8
CCCCCCn1cc(CN2CC(N3CCN(CCN(C)C)CC3)CS2(=O)=O)nn1 (stereo not given) | 7 | -10
O=[N+]([O-])CC1c2ccccc2C=CN1Cc1c(Cl)cccc1Cl (stereo not given) | 2 | 12
CCc1ccc(C(=O)N2CCN(c3nc(CN4CCOCC4)cs3)CC2)cc1 | -2 | 4
COCCNC(=O)C1c2ccccc2C(=O)N(CCOC)C1c1ccc(F)cc1 (stereo not given) | -1 | 0
Cc1ccccc1-c1nc(C2CCN(C(=O)c3cnccn3)CC2)no1 | -1 | -10
CC(C)NC(=O)C1Oc2ccccc2NC1=O (stereo not given) | -8 | 0
CC(=O)Nc1ccc(N2CCOCC2)cc1 | 0 | -5
O=C(Cc1ccc(NC(=O)c2ccc(C(F)(F)F)cc2)cc1)NC1CC1 | -9 | -10
COc1ccc(CNC(=O)Cc2nn(C)c(=O)c3ccccc23)cc1 | -7 | -4
CCCOc1cc(C)c2c(=O)c(Oc3ccccc3)c(C)oc2c1 | -2 | -4
C[C@@H](CN=[N+]=[N-])CN1CC[C@H](C(C)(C)C)CCC1=O | -3 | 4

No enrichment for hits; 3.5% or so of the library scored in one or more.
